zfTRPN1 agonist = zebrafish TRPN1 channel agonists, primary screen, cell-based, HEK293, calcium fluorescence; transient receptor potential cation channel N1 (TRPN1/NompC), Danio rerio; HEK293 zebrafish TRPN1-YFP, Fluo-8 calcium fluorescence; 100% = response to 87 µM carbachol; activation, % at 3 µM; 0.18% of 220,000 active; AID 1424, 2008;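 active = activation above its plate's cutoff, the mean activation of test wells on that plate plus 3 SD, cut at about 19% in these data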;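 also: 0% = DMSO alone and 100% = 87 µM carbachol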
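Material: zebrafish TRPN1-YFP in HEK293 cells. Doses: one dose of 3 µM, 0.3% DMSO. Incubation: dye 1 h 37 °C plus 30 min RT. Measured by: intracellular calcium fluorescence with Fluo-8.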
BaF3 parental = parental Ba/F3 cell viability inhibition, counter-screen for JAK2V617F inhibitor project, murine pro-B, CellTiter-Glo luminescence | 1.1% of 220,000 active | inhibition, % at 5.6 µM | CellTiter-Glo ATP luminescence;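 active = inhibition above a per-campaign cutoff, the mean inhibition of all tested compounds plus 3 SD, cut at about 27% in these data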;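 also: 0% = DMSO wells and 100% = JAK Inhibitor I control wells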
TRPML3 agonist = human TRPML3 channel agonists, primary screen, cell-based, HEK293 TRPML3-YFP, Fluo-8 calcium fluorescence, 3 µM. 100% = the carbachol control signal. activation, % at 3 µM. AID 1448, 2008. Mucolipin-3 (Homo sapiens), Q8TDD5. 0.29% of 220,000 active;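 active = activation above its plate's cutoff, the mean activation of the plate's test wells plus 3 SD, cut at about 12% in these data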;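 also: 0% = DMSO only wells and 100% = carbachol wells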
Target sequence (Q8TDD5 whole entry, looked up): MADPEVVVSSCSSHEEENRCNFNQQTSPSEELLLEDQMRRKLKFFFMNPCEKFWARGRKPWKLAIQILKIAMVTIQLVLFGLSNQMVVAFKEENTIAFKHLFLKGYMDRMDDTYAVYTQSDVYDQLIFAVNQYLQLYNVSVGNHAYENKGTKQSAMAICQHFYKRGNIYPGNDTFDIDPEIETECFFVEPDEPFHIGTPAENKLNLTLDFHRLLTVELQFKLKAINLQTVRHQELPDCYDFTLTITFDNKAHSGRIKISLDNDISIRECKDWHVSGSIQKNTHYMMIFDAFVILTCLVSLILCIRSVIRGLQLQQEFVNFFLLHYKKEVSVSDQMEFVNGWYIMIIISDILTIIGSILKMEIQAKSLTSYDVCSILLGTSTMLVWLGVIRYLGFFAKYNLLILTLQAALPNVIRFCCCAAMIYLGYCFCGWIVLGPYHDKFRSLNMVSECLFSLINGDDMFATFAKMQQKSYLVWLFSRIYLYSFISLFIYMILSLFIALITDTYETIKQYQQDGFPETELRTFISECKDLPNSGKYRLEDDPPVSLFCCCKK
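Material: HEK293 cells stably carrying human TRPML3-YFP; compound dosing: single dose, 3 µM final nominal compound, 0.3% DMSO final; incubation: 1-h 37 °C dye load, 5-s basal, 120-s post-compound reads; technique: Fluo-8 intracellular calcium fluorescence, excitation 470-495 nm, emission 515-575 nm; read-out basis: percent activation from peak-to-basal fluorescence ratio, scaled between DMSO and carbachol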
RBBP9 inh = human RBBP9 inhibitors, primary screen, biochemical, fluorescence polarization, FP-Rh probe, HTS | recombinant RBBP9 | AID 1515, 2009 | inhibition, % at 7.94 µM | Serine hydrolase RBBP9 (Homo sapiens), O75884 | 0.2% of 220,000 active;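 active = inhibition above the campaign mean of all tested compounds plus 3 SD, cut at about 14% in these data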;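 also: plate controls were DMSO wells with RBBP9 for no effect and wells lacking RBBP9 protein for full effect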
Target sequence (O75884 whole entry, looked up): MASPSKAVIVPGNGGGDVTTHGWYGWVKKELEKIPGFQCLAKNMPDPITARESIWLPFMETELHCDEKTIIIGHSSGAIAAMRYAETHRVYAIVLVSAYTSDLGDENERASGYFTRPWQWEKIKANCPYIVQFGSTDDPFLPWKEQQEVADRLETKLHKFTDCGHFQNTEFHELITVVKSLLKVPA
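Test system: recombinant human RBBP9. Quantity: 2.5 µM RBBP9 dispensing solution, before mixing. Detection: FP readout at 525/598 nm. Reagent: Serine-hydrolase probe FP-Rh, 375 nM pre-mixing. Measure: % inhibition. Control set: DMSO-treated enzyme wells and wells lacking RBBP9. Buffer or medium: Tris-NaCl-Pluronic buffer, pH 8.0. Times: preincubation 30 min plus labeling 45 min at 25 °C.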
CHOP inh = inhibitors of CHOP promoter induction, primary screen, cell-based, unfolded protein response, luciferase reporter; 3.8% of 220,000 active; inhibition, % at 10 µM; AID 2732, 2010; CHO-K1 CHOP-promoter luciferase, tunicamycin-induced, 15-18 h;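 active = compounds that reduced the stress-induced luciferase reporter signal by more than about 70% of percent inhibition, limit read from the data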;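 also: 0% = tunicamycin plus vehicle and 100% = wells without tunicamycin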
Ba/F3 V617F tox = reduced viability of JAK2V617F-dependent Ba/F3 cells, primary screen, JAK2V617F inhibitor project, cell-based, Ba/F3 EpoR-JAK2V617F, luminescence | ATP luminescence | inhibition, % at 5.6 µM | 1.1% of 220,000 active;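 active = inhibition above the campaign mean plus 3 SD over all tested compounds, cut at about 24% in these data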;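 also: cytokine-independent growth of Ba/F3 cells driven by EpoR plus mutant JAK2; 0% = DMSO-treated cells and 100% = JAK inhibitor I control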
Wee1 degr inh = Wee1 degradation inhibitors, primary screen, cell-based, HeLa, Wee1K328M-luciferase, luminescence; Wee1-like protein kinase (Homo sapiens), P30291; HeLa Luc-Wee1K328M stability; 100% = proteasome inhibitor MG132 effect; reporter increase, % at 5 µM; 1.2% of 220,000 active; AID 1321, 2008;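 active = activation above the mean of all tested compounds plus 3 SD, set per screening run, cut at about 8.8% in these data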;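 also: cells exposed to compound for 20 h before luminescence read; 0% = DMSO alone and 100% = MG132 at 30 µM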
PPC-1+TRAIL kill = compounds killing PPC-1 cancer cells with TRAIL present, primary screen, TRAIL potentiator project, ATPLite luminescence, uHTS | PPC-1 cells + TRAIL, ATPLite viability luminescence | cell killing (% activity), % at 4 µM | 0.41% of 220,000 active | AID 1443, 2008;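 active = cell killing above 50% in the first pass at 4 µM, then a duplicate retest at 5 µM averaging 50% or more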;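 also: plate controls were cells with TRAIL plus DMSO for no effect and medium-only wells lacking cells for full effect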
TNF death inh = inhibitors of TNF-alpha triggered necroptosis, primary screen, cell-based, Jurkat FADD-/-, single concentration | 0.068% of 220,000 active | Jurkat FADD-/- TNF necroptosis rescue, ATP luminescence, 24 h; 0 = TNF only, 100 = no-TNF cells | AID 463075, 2010 | activation (protection from cell death), % at 10 µM;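 active = activation, meaning protection from cell death, of at least 50% relative to plate controls; inactive = activation below 50%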;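 also: necroptosis triggered by 40 ng/mL TNF-alpha added together with compound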
* = called active by the depositor; . = not tested or not shown.

SMILES | zfTRPN1 agonist | BaF3 parental | TRPML3 agonist | RBBP9 inh | CHOP inh | Ba/F3 V617F tox | Wee1 degr inh | PPC-1+TRAIL kill | TNF death inh
CS(=O)(=O)c1ccccc1-c1nnc(-c2ccc(Cl)cc2)o1 | -0.3 | 4.9 | 0.4 | 11.2 | 7.7 | -3.0 | -1.8 | 14.1 | 1.0
COc1ccc(NC(=O)/C(C#N)=C\c2cc(C)n(-c3ccc4c(c3)OCO4)c2C)cc1 | -1.6 | 5.0 | 0.4 | -8.3 | 6.4 | 29.7* | -1.4 | 2.2 | 1.6
COC(=O)c1cc(Cl)c(NC(=O)c2ccc(C(C)(C)C)cc2)cc1OC | -2.0 | 2.7 | -0.9 | -0.8 | 89.4* | 2.0 | -2.0 | -1.4 | -0.9
O=c1[nH]nc(N/N=C/c2ccc(Cl)cc2Cl)c(=O)[nH]1 | 0.4 | -1.3 | -0.2 | -0.6 | 27.6 | -0.1 | -2.8 | -11.6 | -4.6
CCC1(c2ccccc2)NC(=O)N(Cc2ccc(C(=O)OC)cc2)C1=O (centres undefined) | 4.7 | 8.2 | 1.9 | -1.9 | 6.6 | 1.9 | 3.5 | 22.8 | 0.0
Cc1c(N=Cc2nc3ccccc3n2C)c(=O)n(-c2ccccc2)n1C | 0.7 | 6.3 | 0.8 | -3.6 | -14.1 | 5.9 | 5.3 | 15.2 | -5.0
CN1C(=O)NC(c2cccc(O)c2)C(C(=O)c2cccs2)C1(O)C(F)(F)F (centres undefined) | 1.1 | 9.3 | 0.7 | -9.7 | 2.6 | 5.1 | 0.9 | -2.7 | 0.2
Cc1cc(C)c(C)c(S(=O)(=O)NCc2cccnc2)c1C | 0.8 | 6.0 | 0.5 | -4.2 | 22.5 | 4.4 | 1.9 | 0.7 | -1.0
Cc1noc(C)c1S(=O)(=O)N(CC(=O)Nc1ccc2c(c1)OCO2)c1ccc(C(C)C)cc1 | -0.6 | 5.4 | -0.4 | -5.1 | 80.7* | -0.5 | -1.3 | 35.3 | 0.2
COCCN(C(=S)Nc1cccc(OC)c1)C(C)c1cccs1 (centres undefined) | 1.7 | 6.7 | 0.5 | -3.0 | 19.5 | 0.5 | 4.7 | -1.0 | 1.4
CC1=CC(C)(C)N(C(=O)CSc2nnc(N)s2)c2c(C)cc(C)cc21 | -2.1 | 7.8 | -0.1 | 1.5 | 4.7 | 2.1 | -1.2 | 5.4 | -3.9
CCC(C(=O)Nc1ccc(OC)c(Cl)c1)c1ccccc1 (centres undefined) | -2.0 | 3.6 | 0.2 | -8.9 | 13.8 | -2.4 | -3.3 | 13.3 | 4.4
O=C(c1ccco1)N1CCN(C(=O)C2CCN(S(=O)(=O)c3cnc[nH]3)CC2)CC1 | 3.3 | 0.0 | 0.6 | -1.0 | 24.4 | -5.6 | -0.2 | 30.5 | 0.6
CCOc1ccc(CC2CC(=O)NC2=O)cc1 (centres undefined) | 0.4 | 6.3 | -0.4 | 0.3 | 28.7 | 4.6 | -0.3 | 9.8 | -0.9
Cc1ccc(C(=O)Nc2sc(C)c(-c3ccccc3)c2C(N)=O)cc1[N+](=O)[O-] | -0.2 | -1.6 | 0.2 | -3.4 | 12.2 | -3.9 | -1.3 | 2.9 | -0.3
CC(CC(=O)NCc1cccnc1)c1ccccc1 (centres undefined) | -0.5 | 1.6 | 0.9 | -3.8 | -3.4 | -1.8 | -0.9 | 24.6 | 1.2
COc1cccc(CC(NC(C)=O)C(=O)NC2CCN(c3c4c(nc5ncnn35)CCC4)CC2)c1 (centres undefined) | 1.8 | -1.9 | 0.4 | -8.8 | . | -2.9 | -1.8 | . | -0.9
CC(C)N1CCN(Cc2cccs2)CC1CCO (centres undefined) | 1.8 | 5.1 | 0.8 | -5.6 | 10.9 | 2.9 | 4.3 | 10.2 | -1.0
O=C(Nc1ccc(Cl)cc1)Nc1ccccc1C(=O)O | 1.0 | 4.1 | 0.9 | 4.0 | -17.6 | -3.2 | -2.3 | . | 0.6
Clc1cccc(CN2COc3c(cc(Cl)c4cccnc34)C2)c1 | 0.2 | 3.6 | 0.7 | -7.3 | 107.9* | -2.8 | 0.9 | 1.7 | -16.4

2 neighbouring records from above, quoted:
SMILES | zfTRPN1 agonist | BaF3 parental | TRPML3 agonist | RBBP9 inh | CHOP inh | Ba/F3 V617F tox | Wee1 degr inh | PPC-1+TRAIL kill | TNF death inh
O=C(Nc1ccc(Cl)cc1)Nc1ccccc1C(=O)O | 1.0 | 4.1 | 0.9 | 4.0 | -17.6 | -3.2 | -2.3 | . | 0.6
Clc1cccc(CN2COc3c(cc(Cl)c4cccnc34)C2)c1 | 0.2 | 3.6 | 0.7 | -7.3 | 107.9* | -2.8 | 0.9 | 1.7 | -16.4

The results go on:
SMILES | zfTRPN1 agonist | BaF3 parental | TRPML3 agonist | RBBP9 inh | CHOP inh | Ba/F3 V617F tox | Wee1 degr inh | PPC-1+TRAIL kill | TNF death inh
Nc1nc2c(Cl)ccc(Cl)c2s1 | -0.5 | 4.6 | 0.4 | -0.1 | 5.5 | 2.3 | 0.9 | 1.5 | -1.0
CC(C)OC(=O)CCC(=O)Nc1nc2ccccc2s1 | 0.9 | 0.3 | -0.1 | -1.7 | -5.8 | -0.1 | -4.2 | 8.9 | 2.9
COc1ccc(Cc2nnc(NC(=O)c3cccs3)s2)cc1OC | -0.9 | -1.4 | 0.5 | -7.0 | -8.0 | -4.6 | -0.6 | -18.5 | 1.1
CCOC(=O)N1CCC(NC(=O)Cn2ncc3c2-c2cc(C)ccc2OC3)CC1 | 1.0 | 5.3 | 0.4 | -7.0 | 32.9 | 0.5 | -0.5 | 1.6 | 1.2
Cc1ccnc(NC(=O)COc2ccc(Cl)cc2)n1 | 1.4 | -5.6 | 0.2 | 13.2 | -13.8 | -0.3 | 2.4 | 15.8 | 0.3
CCNc1nc(=S)nc(NC(C)C)[nH]1 | -0.5 | 1.8 | 0.3 | -3.5 | 14.8 | -2.2 | -0.8 | 12.7 | -1.5
COc1cc2c(C(=O)N3CCN(C)CC3)c(C)n(-c3ccccc3)c2cc1Br | 1.9 | 12.5 | 0.7 | 1.4 | 6.0 | 7.5 | -0.6 | 30.5 | 0.6
N#Cc1cc(-c2ccccc2)nnc1Sc1ccc(F)cc1 | -0.1 | 3.6 | 0.5 | -4.4 | 30.0 | -3.4 | 2.0 | 2.9 | 0.3
CSc1cccc(CN2CCCC(CO)(Cc3cccc(Cl)c3)C2)c1 (centres undefined) | -1.1 | 5.2 | -0.1 | -6.6 | 95.5* | -3.0 | 0.8 | . | 9.8
CN(c1ccccc1)C1CCCCC1NS(=O)(=O)c1ccc(Cl)cc1 (centres undefined) | -0.6 | 3.4 | 7.0 | 10.0 | 96.2* | -1.9 | 1.2 | 24.2 | 1.6
Cc1nn(-c2ccccc2)nc1C(=O)NN | -1.8 | -1.6 | 0.3 | -13.5 | 7.3 | -2.1 | -0.7 | -23.6 | 1.1
COCCNC(=O)C(c1ccco1)N(Cc1ccc(OC)cc1)C(=O)Cn1nnc2ccccc21 (centres undefined) | 1.0 | 2.9 | 1.2 | -6.5 | 22.7 | 0.1 | -2.2 | 20.3 | -1.3
COc1ccc(-c2nc(NC(=O)CSCCO)sc2C)cc1 | 1.6 | -0.2 | 1.2 | -7.3 | 2.7 | -2.0 | -0.8 | -16.1 | -0.7
NC(=O)c1ccc(OCC(F)(F)F)nc1 | 0.3 | -2.8 | 0.1 | -8.1 | 1.4 | 1.0 | 2.8 | 12.2 | -1.6
O=C(Nc1ccccc1)Nc1snnc1C(=O)Nc1cccc(O)c1 | -0.7 | 2.2 | 0.8 | -27.9 | 77.7* | -1.5 | -0.4 | 23.0 | 3.3
Clc1cccc(Cl)c1CSc1cc2c(nn1)-c1ccccc1CC2 | -0.2 | 4.9 | 0.6 | -9.7 | 2.8 | 0.0 | 0.3 | -3.7 | 0.9
CC(C)CNC(=O)NC(=O)COc1ccc(C=O)cc1 | -0.2 | 1.6 | -0.3 | 2.2 | -6.0 | -1.7 | 1.3 | 20.6 | 0.5
Cc1ccc(NC(=O)NCC(c2cccnc2)N2CCOCC2)cc1 (centres undefined) | -0.5 | 1.9 | -0.6 | 0.2 | 1.3 | 1.9 | 0.6 | -23.3 | 0.7
Cc1nn(-c2ccc3ccccc3c2)c(=O)c2ccccc12 | -1.3 | 3.8 | 0.4 | -5.2 | -21.3 | 4.6 | 5.3 | 18.8 | -0.7
O=C(N/N=C/C(Br)=C/c1ccccc1)c1cccnc1 | 2.0 | -3.8 | 0.4 | -4.8 | -98.7 | 14.2 | 3.8 | 21.1 | -13.6
O=C(CSCc1c(Cl)cccc1Cl)Nc1ccc2c(c1)OCCO2 | 0.2 | 3.2 | -1.3 | -6.0 | -9.7 | -4.5 | -0.2 | 17.7 | 2.7
COc1ccc(N2CCC(CNC(=S)Nc3ccc(C)cc3C)C2)cc1 (centres undefined) | -0.3 | -2.8 | -0.9 | -5.1 | 19.0 | 2.9 | 1.1 | 25.8 | -18.7
Cc1nnc(SCC(=O)N(C(C)C)C(C)C)[nH]c1=O | 0.9 | 5.4 | -0.2 | -0.8 | -4.4 | 2.8 | 3.9 | . | -0.6
C=CCn1nc2n(c1=O)-c1ccccc1SC2 | -1.6 | -3.9 | -0.3 | 0.5 | 1.7 | -0.7 | -0.1 | -8.8 | 15.5
O=C(COc1ccccc1)NC(=S)Nc1cccc(NC(=O)c2ccccc2Cl)c1 | 0.8 | 7.0 | 0.3 | -2.9 | 7.8 | -1.5 | -1.6 | 10.7 | -0.5
CCO[C@H]1OC(C(=O)NC2CC2)=C[C@@H](C2CC2)[C@@H]1CCCO | 0.9 | -5.3 | 0.4 | 6.0 | 27.2 | 2.0 | -1.6 | -10.0 | 0.2
CC(C)Cn1cc(C(=O)NC2CCN(Cc3ccccc3)CC2)c2c3ccccc3n(C)c2c1=O | 0.8 | 9.0 | 0.6 | -0.6 | 3.9 | 4.3 | -1.5 | 3.0 | -2.0
O=C(Cn1nnc(-c2cccs2)n1)NNC(=O)c1ccccc1Cl | 0.0 | -1.4 | 0.5 | -8.8 | -2.5 | -2.0 | -1.7 | 12.2 | 0.6

Assay outcomes from PubChem.
